ERAP1 inh: blocks human ERAP1 aminopeptidase activity; inhibition, % at 10.7 µM; Q9NZ08; 340,000 tested, 0.15% active; recombinant ERAP1, Leu-AMC fluorescence, 60 min;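 active means mean replicate inhibition of at least 30%, or all replicates individually reaching that 30% level; inactive means mean below 30% and not every replicate reaching it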;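 further: 0% = neutral control wells and 100% = L-leucinethiol positive control wells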
ARNT-TACC3 inh: disrupts binding between human ARNT and TACC3 | inhibition, % at 9.99 µM | 390,000 tested, 0.66% active | AlphaScreen His-ARNT PAS-B/GST-TACC3 binding, luminescence; TACC3 fragment carries E629A point mutation | Q9Y6A5;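 active means mean inhibition of replicates at least 50% and at least half of replicates each reaching 50%; inconclusive means half or more replicates reach 50% but mean below 50%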;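 further: 0% = complete ARNT plus TACC3 wells and 100% = ARNT alone without TACC3; many hits fall short of the cut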
esBAF inh: blocks esBAF chromatin remodeling in mouse ES cells. reporter increase, % at 12.5 µM. Bmi1-luciferase knock-in reporter, 24 h; 100% = twice the neutral-well signal. AID 602393. 350,000 tested, 2% active; in the data active means activation above about 40%; inconclusive means no clear call, values can overlap the other calls;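 further: 0% = median of the plate's neutral control wells and 100% = double that signal; a rise in the Bmi1 reporter signal indicates esBAF inhibition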
XiGFP reactiv: X-chromosome reactivation activator; XiGFP mouse fibroblasts, % GFP-positive cells imaging, 3 d; cells co-treated with 5-aza-dC sensitizer; scaled so ellipticine positive control = 100%; activation, % at 7.58 µM; 360,000 tested, 0.055% active; AID 743238;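 active means mean normalized replicate activation at least 10% and every replicate at or above 10%; inconclusive means only one of the two criteria met; inactive means mean below 10% and not all replicates reach 10%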;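 further: 0% = median of on-plate neutral control wells and 100% = ellipticine 6 µM median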
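System: SV40-immortalized XiGFP fibroblast cells, line 68-5-11 / Incubation: 3-day compound exposure, then 15 min fixation at room temperature / Compound: single concentration per compound, delivered by pin transfer / Buffer or medium: DMEM plus 5-aza-dC sensitizer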
RAD52 inh: inhibitors of human RAD52 DNA annealing; P43351; recombinant RAD52 DNA annealing, FRET fluorescence; inhibition, % at 18.7 µM; 360,000 tested, 0.46% active; AID 651710;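 active means every replicate showing at least 50% inhibition; inconclusive means mean inhibition at least 50% but not in every replicate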
RAD54 inh: inhibitors of human RAD54 branch migration; Q92698; RAD54 Holliday junction branch migration, FAM/BHQ fluorescence; inhibition, % at 10.4 µM; 360,000 tested, 0.14% active;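 active means mean normalized replicate activity at least 40 and at least half of replicates scoring 40 or more; inconclusive means only one of the two criteria met; inactive means mean below 40 and under half of replicates reaching 40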;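 further: 0% = median of neutral control wells and 100% = median of positive control wells; inhibitors cause a drop in the FAM fluorescence signal; in these data hits start at about 50%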
Target sequence (Q92698 whole entry, looked up): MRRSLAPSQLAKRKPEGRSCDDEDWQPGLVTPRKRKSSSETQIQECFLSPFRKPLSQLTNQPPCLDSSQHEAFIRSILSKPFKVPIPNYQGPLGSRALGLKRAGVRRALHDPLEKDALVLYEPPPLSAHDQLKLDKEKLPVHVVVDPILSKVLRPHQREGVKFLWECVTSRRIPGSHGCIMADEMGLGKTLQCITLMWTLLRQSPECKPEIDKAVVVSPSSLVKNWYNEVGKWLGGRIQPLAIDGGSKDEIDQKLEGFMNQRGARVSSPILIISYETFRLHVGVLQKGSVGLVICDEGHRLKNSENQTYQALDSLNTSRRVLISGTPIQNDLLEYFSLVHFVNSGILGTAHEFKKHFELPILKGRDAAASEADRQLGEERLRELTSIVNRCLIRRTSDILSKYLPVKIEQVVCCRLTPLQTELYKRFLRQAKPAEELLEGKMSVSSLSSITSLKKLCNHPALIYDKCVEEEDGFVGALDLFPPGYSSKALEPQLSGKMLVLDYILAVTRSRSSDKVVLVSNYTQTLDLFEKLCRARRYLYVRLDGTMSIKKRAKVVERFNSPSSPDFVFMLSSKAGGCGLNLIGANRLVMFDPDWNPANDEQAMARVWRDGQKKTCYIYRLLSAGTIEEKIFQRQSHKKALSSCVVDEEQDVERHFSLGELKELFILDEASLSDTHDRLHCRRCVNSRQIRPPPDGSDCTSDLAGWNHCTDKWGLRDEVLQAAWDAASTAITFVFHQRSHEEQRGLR
CFTR F508del cor: correctors of CFTR F508del function in bronchial epithelial cells; CFBE cells, YFP halide quenching; stimulated with forskolin plus potentiator P3; % fluorescence drop versus neutral controls; activity (quench increase), % at 7.58 µM; 350,000 tested, 0.36% active; AID 720511;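 active means mean added fluorescence quench of at least 8% versus neutral control, with both replicates also reaching 8%; inconclusive means only one of the mean or replicate conditions met; inactive means mean below 8% and not both replicates reaching 8%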;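 further: cells transiently co-express mutant CFTR-F508del with the halide-sensitive YFP; corrector assay measuring rescue of mutant channel to the surface after 24 h compound exposure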
GSIS activator: primary screen for activators of insulin secretion dependent on glucose, INS-1E cells, GLuc reporter luminescence; INS-1E GLuc reporter insulin secretion, 2-3 h; 370,000 tested, 0.61% active; activation, % at 16.6 µM;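 active means lowest replicate activation of at least 40%, so every replicate reaches that level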;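 further: 0% = median of neutral control wells and 100% = median of IBMX positive control wells; some compounds called inactive have numbers as strong as hits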
Active calls of the source: *; ? = inconclusive; . = not tested or not shown; & = joins results of further samples. Compounds as they come; about 3.3% have a hit in one of these screens.

Order of results: RAD52 inh | ARNT-TACC3 inh | ERAP1 inh | GSIS activator | RAD54 inh | esBAF inh | XiGFP reactiv | CFTR F508del cor
> COc1ccc(CNC(=O)Nc2ccc3c(c2)c(=O)n(C)n3Cc2cc(C)cc(C)c2)cc1
 : -6 | . | 2 | 11 | 1 | -6 | 0.4 | -2.8
> Cc1onc(-c2ccccc2Cl)c1C(=O)OCC(=O)Nc1cccc(S(=O)(=O)N2CCOCC2)c1
 : -44 | 4 | -3 | -15 | -1 | 12 | 0.0 | 3.3
> C#CCSc1nnc(C)c(C)n1
 : 4 | -4 | 1 | . | -6 | -2 | 0.2 | -2.3
> COc1ccc(C(=O)Nc2ccc(S(=O)(=O)N(C)c3ccccc3)cc2)cc1
 : -4 | -1 | . | -23 | . | . | 0.2 | 2.0
> C[C@@H]1CN([C@@H](C)CO)S(=O)(=O)c2ccc(-c3cccc(C(=O)N(C)C)c3)cc2O[C@@H]1CN(C)C(=O)Nc1ccccc1
 : -2 | -3 | 3 | 2 | 1 | 3 | -0.1 | 0.3
> COc1ccc(CN(C)C[C@@H]2Oc3c(NC(=O)NC4CCCCC4)cccc3C(=O)N([C@@H](C)CO)C[C@@H]2C)cc1
 : 4 | 6 | -16 | 0 | 8 | 1 | -1.0 | 0.0
> Cc1cc2c(c(C)c1Br)C(c1ccc3c(c1)OCO3)CC(=O)O2 (stereo not given)
 : -1 | 5 | 2 | -1 | 5 | 3 | 0.1 | -0.1
> Cc1cc(C)c2cc(C#N)c(NCCCN)nc2c1
 : -32 | . | -1 | 21 | . | . | 1.9 | -1.7
> COc1cc(/C=C/C(=O)OCC(=O)NCc2ccco2)ccc1OC(F)F
 : -2 | 6 | 3 | 27 | -5 | -6 | 0.1 | -1.6
> Cc1ccccc1-c1ocnc1C(=O)Nc1ccccc1NC(=O)c1ccccn1
 : -8 | -26 | 1 | -22 | 1 | 0 | 0.3 | 2.3
> COc1cc([N+](=O)[O-])ccc1NC(=S)N1CCN(c2ccccn2)CC1
 : -20 | 3 | -1 | -4 | . | . | 0.0 | ?
> C[C@@H]1CN([C@@H](C)CO)C(=O)c2cc(NC(=O)NC3CCCCC3)ccc2O[C@@H](C)CCCCO[C@@H]1CN(C)C(=O)NC1CCCCC1
 : -3 | -8 | 1 | -24 | 0 | -6 | 0.3 | -1.6
> CC(=O)N(C)C[C@@H]1Oc2ncc(C#Cc3ccccn3)cc2C(=O)N([C@@H](C)CO)C[C@@H]1C
 : -44 | . | 0 | 32 | -9 | -5 | -0.2 | -2.9
> CO[C@H]1CN(C)C(=O)c2cc(NC(=O)c3ccccc3)ccc2OC[C@H](C)N(C(=O)CN(C)C)C[C@@H]1C
 : -2 | 9 | -2 | 1 | 7 | -3 | 0.3 | -1.3
> O=[N+]([O-])c1cccc(C2NCC(c3ccccc3Cl)c3c2[nH]c2ccccc32)c1 (stereo not given)
 : -16 | 0 | 4 | 2 | . | . | 0.2 | 1.1
> CCc1cccc(NC(=O)CC2SC(N3CCCC3)=NC2=O)c1 (stereo not given)
 : -8 | -6 | 3 | . | -11 | 16 | 0.0 | 3.7
> C[C@@H]1CN([C@@H](C)CO)C(=O)c2cccc(NS(=O)(=O)c3ccc(Cl)cc3)c2O[C@@H]1CN(C)S(=O)(=O)c1ccc(Cl)cc1
 : 5 | 0 | 0 | -6 | -5 | -1 | 0.2 | -0.6
> C[C@H](CO)N1C[C@H](C)[C@@H](CN(C)Cc2cccnc2)Oc2ncc(C#CC3CCCCC3)cc2C1=O
 : 12 | . | . | . | -14 | 1 | . | 1.0
> O=C(/C=C/c1ccc(Br)cc1)NC(=S)N1CCOCC1
 : -7 | 3 | -10 | -6 | . | . | 0.0 | 7.5
> COc1ccc(NC(=O)CCC(=O)OCc2ccc(Br)cc2)cc1
 : . | -4 | . | 1 | 2 | . | 0.7 | .
> Cc1ccc(C(=O)N2CCN(c3ccc(NC(=O)c4cc(C)cc(C)c4)cc3)CC2)cc1
 : -4 | -7 | 0 | 2 | 9 | . | 0.1 | 0.7
> O=C(Nc1ccc(Cl)c(Cl)c1)O/N=C/c1ccncc1
 : -4 | 1 | -1 | -29 | 8 | . | -0.1 | 0.5
> C[C@@H]1CCCCO[C@H](CN(C)C(=O)c2ccncc2)[C@H](C)CN([C@@H](C)CO)C(=O)c2cc(NC(=O)c3ccccc3)ccc2O1
 : -15&-5&6 | -10&-12 | 8&4&1 | -6&9 | -5&-4&0 | -2&-2&-3 | 0.0 | -0.3&3.2&-2.4
> S=C(NCc1ccccc1)N1CCN(c2ccccc2)CC1
 : -6 | 3 | 2 | 7 | . | . | -1.0 | -0.4
> CCN(C(=O)COC(=O)c1ccc(Cl)nc1)C1CCS(=O)(=O)C1 (stereo not given)
 : -7 | . | -3 | 2 | . | . | 0.4 | -0.8
> CN1C(=O)c2ccc(S(=O)(=O)c3ccc(C(=O)O)cc3)cc2C1=O
 : -7 | 12 | 7 | 13 | . | . | . | 1.4
> CC(C)CC(NC(=O)c1ccccc1)C(=O)OCC(=O)Nc1ccc(S(N)(=O)=O)cc1 (stereo not given)
 : -5 | -14 | 3 | -5 | -2 | . | 0.0 | .
> CN(C)C(CNc1ccc(C(N)=O)cc1[N+](=O)[O-])c1ccccc1 (stereo not given)
 : -9 | -4 | -3 | 2 | 1 | 1 | 0.0 | -2.7
> CCc1c(C#N)sc(C(N)=O)c1CC
 : -14 | 0 | 0 | 25 | 4 | . | 0.0 | -3.5
> O=C(NCc1ccncc1)C(=O)NCC1OCCCN1S(=O)(=O)c1cc(F)ccc1F (stereo not given)
 : -4 | -4 | -5 | 17 | -1 | 0 | 0.1 | -0.8

Eight structures out of the list, arranged by molar mass, smallest number first:
Order of results: RAD52 inh | ARNT-TACC3 inh | ERAP1 inh | GSIS activator | RAD54 inh | esBAF inh | XiGFP reactiv | CFTR F508del cor
> CN(C)C(CNc1ccc(C(N)=O)cc1[N+](=O)[O-])c1ccccc1 (stereo not given)
 : -9 | -4 | -3 | 2 | 1 | 1 | 0.0 | -2.7
> CN1C(=O)c2ccc(S(=O)(=O)c3ccc(C(=O)O)cc3)cc2C1=O
 : -7 | 12 | 7 | 13 | . | . | . | 1.4
> CCN(C(=O)COC(=O)c1ccc(Cl)nc1)C1CCS(=O)(=O)C1 (stereo not given)
 : -7 | . | -3 | 2 | . | . | 0.4 | -0.8
> COc1cc([N+](=O)[O-])ccc1NC(=S)N1CCN(c2ccccn2)CC1
 : -20 | 3 | -1 | -4 | . | . | 0.0 | ?
> Cc1cc2c(c(C)c1Br)C(c1ccc3c(c1)OCO3)CC(=O)O2 (stereo not given)
 : -1 | 5 | 2 | -1 | 5 | 3 | 0.1 | -0.1
> COc1ccc(NC(=O)CCC(=O)OCc2ccc(Br)cc2)cc1
 : . | -4 | . | 1 | 2 | . | 0.7 | .
> COc1ccc(CN(C)C[C@@H]2Oc3c(NC(=O)NC4CCCCC4)cccc3C(=O)N([C@@H](C)CO)C[C@@H]2C)cc1
 : 4 | 6 | -16 | 0 | 8 | 1 | -1.0 | 0.0
> C[C@@H]1CN([C@@H](C)CO)C(=O)c2cccc(NS(=O)(=O)c3ccc(Cl)cc3)c2O[C@@H]1CN(C)S(=O)(=O)c1ccc(Cl)cc1
 : 5 | 0 | 0 | -6 | -5 | -1 | 0.2 | -0.6

Continuation:
Order of results: RAD52 inh | ARNT-TACC3 inh | ERAP1 inh | GSIS activator | RAD54 inh | esBAF inh | XiGFP reactiv | CFTR F508del cor
> CCN1[C@@H]2c3ccc(-c4ccccc4F)c(=O)n3C[C@H]1[C@H](CO)[C@H]2C(=O)N1CCOCC1
 : -11 | 1 | -2 | 1 | 1 | -1 | 0.0 | .
> Cc1onc(-c2ccccc2)c1C(=O)N1CCC(CO)(Cc2ccccc2)CC1
 : -6 | 0 | 1 | 8 | 2 | 2 | 0.0 | 3.4
> CC1(C)CC(NC(=O)C2CCCCC2)CC(C)(C)N1
 : 1 | 5 | 19 | . | 4 | -7 | 0.1 | -2.5
> C[C@@H]1CN([C@@H](C)CO)C(=O)c2cc(-c3cccnc3)cnc2O[C@H]1CN(C)C(=O)Cc1cccnc1
 : 1 | -6 | -1 | 7 | -1 | 0 | -0.1 | 2.0
> CCCNC(=O)Nc1ccc2c(c1)C(=O)N(C)C[C@H](OC)[C@@H](C)CN(S(C)(=O)=O)[C@@H](C)CO2
 : 12 | . | -3 | 4 | . | . | 0.2 | 0.5
> CCCC(=O)Nc1ccc2c(c1)OC[C@H](C)N(C(C)=O)C[C@H](C)[C@H](OC)CN(C)C2=O
 : -2 | -8 | 0 | 12 | 9 | -5 | 0.4 | .
> O=C(Cn1[nH]c(=O)c2ccccc2c1=O)N1CC=C(c2ccccc2)CC1
 : -17 | 4 | 1 | 16 | -4 | -5 | . | .
> O=C(C1CC1)N1[C@@H](CO)[C@@H]2c3ccccc3N(S(=O)(=O)c3ccc(F)cc3)C[C@@H]21
 : 4 | 3 | -1 | -5 | 5 | -2 | 0.5 | 1.5
> O=C(CCCc1ccccc1)N=C1SC2CS(=O)(=O)CC2N1c1ccccc1F (stereo not given)
 : -7 | 3 | -4 | -12 | -7 | -2 | 0.1 | 3.2
> CCOC(=O)c1ccc2[nH]c3c(c2c1)CCCC3O (stereo not given)
 : -4 | 4 | 0 | 24 | . | . | -0.1 | -2.9
> CCc1ccc2c(c1)NC(=O)C2(C)Cc1cccc(F)c1 (stereo not given)
 : -8 | . | -3 | 3 | -5 | -5 | 0.1 | -2.3
> CC(C)COC(=O)N(C)C[C@@H]1OCc2ccccc2-c2c(n(C)c3ccccc23)C(=O)N([C@H](C)CO)C[C@@H]1C
 : 21 | 2 | 1 | 11 | 0 | 2 | 0.2 | -0.1
> Cc1ccccc1COC(=O)CN1C(=O)NC2(CCCC2)C1=O
 : -3 | 3 | -3 | 23 | -12 | -5 | 0.1 | 0.7
> CN1CCN(c2ccc(Cl)cc2NC(=O)c2ccc([N+](=O)[O-])cc2)CC1
 : -9 | 6 | . | 8 | 2 | -6 | 0.0 | -0.8
> Cc1cc2oc(=O)cc(CN3CCC(C)CC3)c2cc1C
 : -28 | -1 | 1 | 5 | 8 | 41* | 0.0 | -2.5
> Cc1ccc(CN2CCN(Cc3ccc(OCCO)cc3)CC2CCO)o1 (stereo not given)
 : -14 | -1 | 1 | 16 | . | -2 | -0.1 | -0.6
> O=C(C[C@@H]1CC[C@H](NS(=O)(=O)c2ccccc2)[C@@H](CO)O1)N1CCN(c2ccccc2)CC1
 : -9 | . | -1 | 3 | . | . | -0.8 | 0.5
> Cc1cccc2nc(-c3ccccc3)c(-c3ccc(CN4CCC(c5nc6ccccc6[nH]5)CC4)cc3)nc12
 : 60* | . | -1 | -6 | . | . | -0.1 | 1.8
> O/N=C(\CN1CCCCC1)c1ccccc1
 : -19 | -1 | -1 | 19 | 2 | 0 | 0.0 | -0.5
> Cc1ccc(S(=O)(=O)N(C)C[C@@H]2OCCCC[C@@H](C)Oc3ccc(NC(=O)CCCN(C)C)cc3C(=O)N([C@@H](C)CO)C[C@H]2C)cc1
 : 24 | -2 | -3 | 31 | 2 | 0 | 0.2 | -0.9
> COc1cccc(S(=O)(=O)N2CCCCN3[C@H](CO)[C@H](c4ccc(C#CC5CC5)cc4)[C@@H]3C2)c1
 : . | 11 | . | 25 | -2 | 2 | 0.0 | -2.1
> CC(C)(C)C(=O)CSc1nc2c(c(-c3cccs3)c1C#N)CCC2
 : -29 | . | 10 | 15 | . | . | 0.5 | .

High-throughput results as filed in PubChem.
